Source: PubChem (Sanford-Burnham Center for Chemical Genomics)
APJ antag: APJ receptor antagonism; CHO-K1 APJ beta-arrestin complementation, luminescence; inhibition, % at 20 µM; hit rate 0.32% among 330,000;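 active = inhibition above about 40% at 20 µM, limit read from the data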;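 also: cells challenged with 10 nM apelin-13 agonist together with compound; plate controls were apelin-13 plus DMSO wells for no effect and DMSO wells lacking apelin-13 for full effect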
Target sequence (P35414 whole entry, looked up): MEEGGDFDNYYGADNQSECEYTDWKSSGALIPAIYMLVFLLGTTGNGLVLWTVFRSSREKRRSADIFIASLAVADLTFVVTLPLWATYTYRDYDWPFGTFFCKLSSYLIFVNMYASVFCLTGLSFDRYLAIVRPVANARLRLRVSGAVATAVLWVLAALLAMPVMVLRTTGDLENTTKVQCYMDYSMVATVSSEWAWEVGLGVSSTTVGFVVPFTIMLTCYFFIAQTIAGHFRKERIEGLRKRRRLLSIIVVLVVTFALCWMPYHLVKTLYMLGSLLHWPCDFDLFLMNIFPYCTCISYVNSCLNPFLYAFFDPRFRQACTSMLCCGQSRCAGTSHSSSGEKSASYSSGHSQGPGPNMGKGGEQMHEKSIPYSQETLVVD
Jurkat NFkB inh: inhibitors of the PMA/ionomycin-induced NF-kB reporter in Jurkat cells. hit rate 0.53% among 330,000. inhibition, % at 4 µM. PMA/ionomycin-induced NF-kB luciferase reporter, luminescence; in the data active = inhibition above about 50%
Gli-Sufu antag: antagonists of Gli-Sufu signaling; Sufu-KO-LIGHT fibroblasts, Gli luciferase reporter luminescence; inhibition, % at 5 µM; hit rate 0.74% among 340,000;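 active = inhibition above about 55%, limit read from the data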;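 also: 0% = DMSO-treated cells and 100% = wells with medium but no cells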
CCR6 antag: blocks CCL20-driven beta-arrestin recruitment at human CCR6. inhibition, % at 20 µM. CHO-K1 CCR6 PathHunter beta-arrestin, luminescence, CCL20-stimulated. hit rate 0.49% among 340,000. P51684;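 active = compounds whose inhibition of the agonist-driven luminescence signal at 20 µM reaches about 50%, limit read from the data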;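 also: cells stimulated with CCL20 at 14 nM final; plate controls were DMSO with CCL20 for no effect and DMSO without agonist for full effect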
697 NFkB inh: inhibitors of the PMA/ionomycin-induced NF-kB reporter in 697 B cells; hit rate 0.33% among 330,000; 697 B-cell NF-kB luciferase reporter, 16 h; inhibition, % at 4 µM; in the data active = inhibition above about 35%
EBI2 antag: antagonists of human EBI2 receptor | EBI2 beta-arrestin recruitment, luminescence, 7a,25-OHC stimulated | inhibition, % at 5 µM | hit rate 0.81% among 360,000 | P32249 | AID 651636; in the data active = inhibition above about 38%;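 also: enzyme fragment complementation signal reports receptor beta-arrestin coupling in cells; 0% = agonist plus DMSO wells and 100% = wells without agonist; some results beyond the cut were filed as inactive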
Target sequence (P32249 whole entry, looked up, the tested form may be a part): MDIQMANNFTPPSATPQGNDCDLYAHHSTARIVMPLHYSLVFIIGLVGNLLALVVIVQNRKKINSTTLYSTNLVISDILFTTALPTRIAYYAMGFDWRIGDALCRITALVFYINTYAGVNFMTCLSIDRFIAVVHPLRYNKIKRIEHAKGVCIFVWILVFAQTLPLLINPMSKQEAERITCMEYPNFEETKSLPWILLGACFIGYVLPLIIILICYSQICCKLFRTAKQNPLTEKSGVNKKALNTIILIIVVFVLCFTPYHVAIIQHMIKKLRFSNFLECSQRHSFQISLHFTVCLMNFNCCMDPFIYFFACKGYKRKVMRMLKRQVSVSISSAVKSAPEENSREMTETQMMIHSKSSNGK
UBC13 polyUb: inhibitors of human UBC13 polyubiquitin chain formation | hit rate 0.47% among 330,000 | TR-FRET | inhibition, % at 20 µM | P61088; in the data active = inhibition above about 45%, passing the limit was not always enough
Target sequence (P61088 whole entry, looked up): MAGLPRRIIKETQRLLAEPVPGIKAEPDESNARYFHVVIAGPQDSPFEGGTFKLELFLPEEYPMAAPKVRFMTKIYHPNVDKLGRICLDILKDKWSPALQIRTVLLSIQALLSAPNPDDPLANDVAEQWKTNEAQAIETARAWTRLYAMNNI
CXCR6 block: CXCR6 (human) receptor inhibition; O00574; CHO-K1 PathHunter CXCR6 beta-arrestin, luminescence; inhibition, % at 20 µM; hit rate 0.36% among 360,000; AID 602244; in the data active = inhibition above about 34%, passing the limit was not always enough;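 also: antagonist mode with CXCL16 agonist at 10 nM final; 0% = 10 nM CXCL16 with DMSO and 100% = unstimulated wells without agonist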
Numbers without * were called inactive; / = not tested or not shown.

1. C#CCNC(=O)C1=C[C@@H](C)[C@H](CCCO)[C@@H](OCC)O1
2. Cc1ccccc1NC(=O)CN1C(=O)CSc2ccc(S(=O)(=O)N3CCCC3)cc21
3. Cc1nc2ccc(C(=O)O)cc2c2c1CC(CN)O2 (stereo unspecified)
4. CCn1c(CC(=O)Nc2ccccc2F)nnc1SCC(=O)N1CCOCC1
5. COc1ccc(C(=O)N2CCN(c3ccccc3OC)CC2)cc1
6. COc1cc(/C=C2\SC(=Nc3ccccc3)NC2=O)cc(Cl)c1O
7. CC(NC(=O)C(C)N1CCN(S(=O)(=O)c2ccccc2)CC1)c1ccccc1 (stereo unspecified)
8. COc1ccc(CN2CCN(c3ncccn3)CC2)c(C)c1C
9. CCn1c(-c2cc(OC)ccc2OC)csc1=Nc1c(C)n(C)n(-c2ccccc2)c1=O
10. C[C@H](NC(=O)c1ccco1)C(=O)NC1CCCCCC1

| screen / no. | 1 | 2 | 3 | 4 | 5 | 6 | 7 | 8 | 9 | 10 |
| --- | --- | --- | --- | --- | --- | --- | --- | --- | --- | --- |
| APJ antag | 4 | 16 | 6 | -1 | 2 | 13 | -6 | 0 | -6 | -3 |
| Jurkat NFkB inh | -18 | 8 | -2 | -9 | 13 | 4 | 0 | 7 | 2 | -6 |
| Gli-Sufu antag | -5 | -9 | 1 | -9 | -5 | 5 | -5 | -10 | -92 | -1 |
| CCR6 antag | 1 | 10 | 1 | -2 | 2 | 31 | -7 | 17 | -12 | -2 |
| 697 NFkB inh | 7 | -34 | 3 | 9 | -6 | 13 | 15 | 9 | -2 | 5 |
| EBI2 antag | -6 | -20 | -5 | -3 | 12 | 2 | -2 | 5 | -3 | -7 |
| UBC13 polyUb | -10 | -12 | -3 | -3 | 8 | -82 | -11 | 5 | -8 | -19 |
| CXCR6 block | -5 | 3 | -7 | 1 | 2 | 2 | 1 | 12 | 13 | 2 |

Two entries from above, set out differently.
Values in the order: APJ antag | Jurkat NFkB inh | Gli-Sufu antag | CCR6 antag | 697 NFkB inh | EBI2 antag | UBC13 polyUb | CXCR6 block
#8 COc1ccc(CN2CCN(c3ncccn3)CC2)c(C)c1C
→ 0 | 7 | -10 | 17 | 9 | 5 | 5 | 12
#9 CCn1c(-c2cc(OC)ccc2OC)csc1=Nc1c(C)n(C)n(-c2ccccc2)c1=O
→ -6 | 2 | -92 | -12 | -2 | -3 | -8 | 13

Additional entries.
11. O=C(c1ccccc1)c1nn(-c2ccccc2)c2nnc(Cc3ccccc3)c(=O)n12
12. Cc1cc(C)c(S(=O)(=O)N2CCCOC2CNC(=O)C(=O)NCCCn2ccnc2)c(C)c1 (stereo unspecified)
13. COc1cccc(C(=O)NCC(=O)N2CCN(c3ccc(C(F)(F)F)cn3)CC2)c1
14. CCSc1nc(=S)n(-c2ccccc2)c(C)c1C(C)=O
15. O=C(Nc1ccc(-c2nnc(-c3ccco3)o2)cc1)C(c1ccccc1)c1ccccc1
16. COCCN(C(=O)CSc1nnc(C)n1-c1ccc(C)cc1)c1c(N)n(Cc2ccccc2)c(=O)[nH]c1=O
17. Cc1cc(/C=N/Nc2ccc([N+](=O)[O-])cn2)c(C)n1-c1ccccc1
18. CC1=C/C(=N\Nc2ccccc2[N+](=O)[O-])CC(C)(C)C1
19. Cc1ccc(NC(=O)CSc2nc3c(c(=O)[nH]2)CCCC3)cc1C
20. Cc1onc(-c2ccccc2)c1C(=O)Nc1ccc2c(C)cc(=O)oc2c1

| screen / no. | 11 | 12 | 13 | 14 | 15 | 16 | 17 | 18 | 19 | 20 |
| --- | --- | --- | --- | --- | --- | --- | --- | --- | --- | --- |
| APJ antag | 7 | -8 | 21 | 17 | -5 | 21 | 8 | 30 | -7 | 14 |
| Jurkat NFkB inh | 48 | 11 | -3 | 11 | -1 | 10 | 0 | -6 | 13 | 0 |
| Gli-Sufu antag | 0 | -8 | 19 | -3 | -15 | -6 | -29 | 2 | -5 | 1 |
| CCR6 antag | -1 | 1 | 4 | -6 | 1 | 3 | 26 | 34 | 9 | 7 |
| 697 NFkB inh | -1 | 28 | -10 | 14 | -3 | 5 | -28 | -10 | 0 | 8 |
| EBI2 antag | 5 | -7 | 5 | -10 | -4 | 0 | 6 | 1 | -7 | 10 |
| UBC13 polyUb | -4 | 23 | 4 | 3 | -20 | -3 | -57 | -101 | -2 | -1 |
| CXCR6 block | 4 | -1 | -6 | -8 | 8 | 8 | 0 | 9 | -4 | 0 |

21. Cc1cccc(NS(=O)(=O)c2cccc(C(=O)NCC(c3ccco3)N(C)C)c2)c1 (stereo unspecified)
22. c1ccc(-c2ccc(CN3CCSCC3)cc2)cc1
23. CN(CC(=O)Nc1ccc(S(N)(=O)=O)cc1)c1ccccc1
24. O=C(O)CCCn1cc(NC(=O)c2ccco2)cn1
25. O=S(=O)(c1cccc(-c2nnc(SCc3ccc(Cl)cc3)o2)c1)N1CCCCC1
26. COc1ccc(/C=C/C(=O)OCC(=O)NC2CCCC(C)C2C)c(OC)c1 (stereo unspecified)
27. CCOc1ccc(CN(CCC#N)C(=S)NC(=O)c2ccccc2)cc1
28. Cc1nc(N)c(C#N)c(-c2cccnc2)c1C
29. Nc1nc(CCl)nc(N(c2ccccc2)c2ccccc2)n1
30. Cc1cc2c(=O)n(C)c(SCC(=O)Nc3ccccc3C)nc2s1

| screen / no. | 21 | 22 | 23 | 24 | 25 | 26 | 27 | 28 | 29 | 30 |
| --- | --- | --- | --- | --- | --- | --- | --- | --- | --- | --- |
| APJ antag | 17 | -16 | 2 | -5 | 11 | -23 | 2 | 1 | 25 | -4 |
| Jurkat NFkB inh | 12 | -20 | -4 | 1 | -5 | 4 | 7 | 10 | 76* | -9 |
| Gli-Sufu antag | 14 | -15 | -1 | 11 | -12 | -8 | -5 | -3 | 4 | 1 |
| CCR6 antag | 1 | 17 | 5 | 10 | 2 | 16 | 28 | 3 | 10 | 3 |
| 697 NFkB inh | 1 | -24 | 5 | -3 | 11 | -15 | 2 | -16 | 34 | -35 |
| EBI2 antag | 5 | 7 | 2 | 1 | 16 | 22 | -4 | -10 | 9 | -3 |
| UBC13 polyUb | 11 | -3 | 1 | -5 | 0 | -15 | 5 | 6 | -3 | -8 |
| CXCR6 block | -8 | -12 | -4 | 4 | 0 | -5 | 14 | -1 | 13 | -3 |

Only CCR6 antag, APJ antag and UBC13 polyUb, for some of the entries so far:
#	mol	CCR6 antag	APJ antag	UBC13 polyUb
27	CCOc1ccc(CN(CCC#N)C(=S)NC(=O)c2ccccc2)cc1	28	2	5
29	Nc1nc(CCl)nc(N(c2ccccc2)c2ccccc2)n1	10	25	-3
23	CN(CC(=O)Nc1ccc(S(N)(=O)=O)cc1)c1ccccc1	5	2	1
21	Cc1cccc(NS(=O)(=O)c2cccc(C(=O)NCC(c3ccco3)N(C)C)c2)c1 (stereo unspecified)	1	17	11
25	O=S(=O)(c1cccc(-c2nnc(SCc3ccc(Cl)cc3)o2)c1)N1CCCCC1	2	11	0

Other structures:
31. COc1ccc(S(=O)(=O)N2CCCC2CNC(=O)C(=O)Nc2ccc(F)cc2)cc1 (stereo unspecified)
32. CCc1noc(C)c1C(=O)OCC(=O)Nc1cccc(C)c1
33. CC1CCCCN1C(=O)c1cccc(NC2=C(Cl)C(=O)N(Cc3ccccc3)C2=O)c1 (stereo unspecified)
34. COc1cccc(C(=O)NCc2ccco2)c1
35. CC(/C=C/C1(O)C(C)CC(=O)CC1(C)C)OC1OC(CO)C(O)C(O)C1O (stereo unspecified)
36. COc1ccccc1NC(=O)CCn1cccc1
37. CCN(CC)S(=O)(=O)c1cc(C(=O)Oc2cccc(-c3cnc4ccccc4n3)c2)ccc1Br
38. O=C1C2(c3ccccc3)CN(CCO)CC1(c1ccccc1)CN(CCO)C2
39. COc1ccc2[nH]c3c(c2c1)CCC/C3=N\N
40. Cn1nnc2cc(NC(=O)N3CCN(c4ccccn4)CC3)ccc21

| screen / no. | 31 | 32 | 33 | 34 | 35 | 36 | 37 | 38 | 39 | 40 |
| --- | --- | --- | --- | --- | --- | --- | --- | --- | --- | --- |
| APJ antag | 1 | 0 | -24 | 11 | 9 | 9 | -2 | -9 | -20 | -7 |
| Jurkat NFkB inh | 9 | 2 | -3 | 1 | 14 | 12 | -103 | -1 | -13 | 2 |
| Gli-Sufu antag | -24 | 3 | 2 | -16 | 0 | 3 | 14 | -4 | -3 | 4 |
| CCR6 antag | 16 | 5 | 18 | 7 | -7 | 3 | 16 | 4 | 5 | -8 |
| 697 NFkB inh | -12 | 19 | 22 | 9 | 19 | -1 | -119 | 1 | -126 | -16 |
| EBI2 antag | -7 | -4 | 4 | 1 | -2 | -5 | 11 | -3 | -5 | -7 |
| UBC13 polyUb | -3 | 8 | -20 | -2 | -10 | -1 | -6 | 1 | -10 | -1 |
| CXCR6 block | 4 | -12 | -4 | 3 | 6 | -4 | 2 | -11 | -11 | -4 |

41. Cc1ccc(CNS(=O)(=O)NCc2ccccc2)cc1
42. CC1CCN(C(=O)c2ccc(S(=O)(=O)N(C)C)cc2)C(C)C1 (stereo unspecified)
43. Cc1ccccc1NC(=O)c1cnn(-c2ccccc2)c1C
44. COc1cccc(C(C(=O)NC(C)(C)C)N(CCc2ccccc2)C(=O)CCC(=O)Nc2cc(C)on2)c1OC (stereo unspecified)
45. CCCOc1ccc(N2C(=O)CC(S/C(N)=N/N=C(\C)c3cccs3)C2=O)cc1 (stereo unspecified)
46. COc1ccc(CNC(=O)COc2cc(O)c3c(c2)OC(C)(C)CC3=O)cc1
47. CCN(CC(=O)Nc1ccc2c(c1)OCCO2)CC(=O)Nc1ccc(C)c(S(=O)(=O)N(C)C)c1
48. CCS(=O)(=O)c1ccc2oc(=O)c(/C=C(\O)c3ccc(Cl)cc3)nc2c1
49. CCc1nc(N)nc(N)c1-c1ccc(Cl)c([N+](=O)[O-])c1
50. Cc1cc(NC(=O)CCC(=O)N(Cc2ccco2)C(C(=O)NC2CCCC2)c2ccccc2)no1 (stereo unspecified)

| screen / no. | 41 | 42 | 43 | 44 | 45 | 46 | 47 | 48 | 49 | 50 |
| --- | --- | --- | --- | --- | --- | --- | --- | --- | --- | --- |
| APJ antag | -4 | -11 | 4 | -13 | 3 | 7 | 6 | 7 | / | -1 |
| Jurkat NFkB inh | -5 | 8 | -54 | 5 | 10 | 3 | -2 | 0 | / | 8 |
| Gli-Sufu antag | -8 | 3 | -33 | -5 | 11 | -1 | 3 | -5 | 37 | -8 |
| CCR6 antag | 0 | -10 | 9 | 9 | 1 | 22 | 12 | 23 | 7 | 2 |
| 697 NFkB inh | 2 | 12 | -98 | 14 | -4 | 18 | -4 | -4 | / | 10 |
| EBI2 antag | -9 | -4 | -2 | -5 | -6 | 10 | -18 | 0 | 1 | 3 |
| UBC13 polyUb | 0 | 6 | -10 | -2 | -25 | 7 | 16 | -8 | / | 4 |
| CXCR6 block | -2 | 4 | -6 | 7 | 4 | 1 | 3 | 15 | 4 | -17 |

51. CN(C)S(=O)(=O)c1cccc(-n2sc3ccccc3c2=O)c1
52. CCOC(=O)N1CCN(C(=O)COC(=O)c2oc3ccc(OC)cc3c2C)CC1
53. COc1cccc(N(CC(=O)N2CCOCC2)S(C)(=O)=O)c1
54. Cc1ccc(NCC(=O)N/N=C\c2cccc(O)c2)cc1
55. COC(=O)c1cc(C(=O)Cc2ccccc2)c[nH]1
56. CC1CC(C)CN(C(=O)CN2CCN(Cc3ccc(Cl)cc3)C2=O)C1 (stereo unspecified)
57. C/C(=N\NC(=S)NC(C)C)c1ccc2c(c1)OCCO2
58. C/C(=N\NC(=O)c1nnn(-c2nonc2N)c1-c1ccc2c(c1)OCO2)c1ccccc1
59. COC(=O)C1C(=O)c2c([nH]c(C(=O)OCCOC(C)C)c2C)CC1C (stereo unspecified)

| screen / no. | 51 | 52 | 53 | 54 | 55 | 56 | 57 | 58 | 59 |
| --- | --- | --- | --- | --- | --- | --- | --- | --- | --- |
| APJ antag | -7 | -6 | 3 | 7 | 2 | -8 | 7 | 36 | 6 |
| Jurkat NFkB inh | 4 | -5 | -13 | 6 | -6 | -9 | -27 | -17 | -20 |
| Gli-Sufu antag | 4 | -1 | 13 | -7 | / | 2 | -12 | / | -17 |
| CCR6 antag | 17 | -18 | 5 | -6 | / | 1 | 5 | 3 | 3 |
| 697 NFkB inh | -1 | 1 | -9 | 11 | -14 | -37 | -14 | -20 | -27 |
| EBI2 antag | 23 | -1 | 10 | 8 | / | -10 | -19 | -4 | / |
| UBC13 polyUb | -1 | 14 | -16 | -4 | -5 | -8 | 6 | -10 | -2 |
| CXCR6 block | 3 | 0 | 6 | 5 | / | 4 | -11 | 0 | / |
